NPC1 promoter act: NPC1 promoter activation. Huh7 NPC1 promoter luciferase reporter, 24 h. Potency, µM (titrated, usually from 9.22 µM), without a hit: at the highest dose activation, most hits filed as activators. 2.4% of 320,000 active;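 further: potency means the concentration at half of the fitted maximal effect; % of control where 0% means no effect; nearly all actives have a fitted effect of over 60% in size; reporter is driven by a mutant NPC1 promoter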
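Cells: Huh7 expressing luciferase under the NPC1 promoter, 1500/well. Seeded 2 h, compound added, incubated 24 h at 37 °C. Luciferase reagent, 10 min ambient, then luminescence.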
Coupling enz: counter-screen for Giardia aldolase inhibitors: coupling enzyme system; coupling enzyme system counterscreen, AmpLite Red fluorescence; activity change, negative = inhibition, % at 58.2 µM, hits read low; 0.67% of 290,000 active; AID 2472; in the data active means activity change below about -30%; further: on the % scale 0 is the no-effect control and ±100 the full control effect
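Compounds tested against the coupling enzymes alone at 57.5 uM final; readout was AmpLite Red fluorescence (525/598 nm) after 20 min at RT.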
Gal4-VP16 FLuc: inhibits Gal4-VP16 luciferase reporter, ROR gamma counter-screen; 3.5% of 310,000 active; Potency, µM (titrated, usually from 53.6 µM), without a hit: at the highest dose activity, negative = inhibition, usual class: inhibitors; Drosophila S2 Gal4-VP16 UAS-luciferase, luminescence, 20 h; AID 2546;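 further: Gal4-VP16 expression switched on by copper sulfate through the metallothionein promoter; potency means the concentration at half of the fitted maximal effect; on the % scale 0 is the no-effect control and ±100 the full control effect; nearly all actives have a fitted effect of over 50% in size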
FLuc counter: counter-screen for miR-21 project: firefly luciferase inhibitors or activators; P08659; purified FLuc, Km substrates, luminescence inhibition; Potency, µM (top dose mostly 57.5 µM), inactives show at the top dose activity change, negative = inhibition, actives largely listed as inhibitors; 6.9% of 360,000 active;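 further: potency means the concentration at half of the fitted maximal effect; plate controls were vehicle for no effect and reference inhibitor for full effect; nearly all actives have a fitted effect of over 55% in size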
Target sequence (P08659 whole entry, looked up): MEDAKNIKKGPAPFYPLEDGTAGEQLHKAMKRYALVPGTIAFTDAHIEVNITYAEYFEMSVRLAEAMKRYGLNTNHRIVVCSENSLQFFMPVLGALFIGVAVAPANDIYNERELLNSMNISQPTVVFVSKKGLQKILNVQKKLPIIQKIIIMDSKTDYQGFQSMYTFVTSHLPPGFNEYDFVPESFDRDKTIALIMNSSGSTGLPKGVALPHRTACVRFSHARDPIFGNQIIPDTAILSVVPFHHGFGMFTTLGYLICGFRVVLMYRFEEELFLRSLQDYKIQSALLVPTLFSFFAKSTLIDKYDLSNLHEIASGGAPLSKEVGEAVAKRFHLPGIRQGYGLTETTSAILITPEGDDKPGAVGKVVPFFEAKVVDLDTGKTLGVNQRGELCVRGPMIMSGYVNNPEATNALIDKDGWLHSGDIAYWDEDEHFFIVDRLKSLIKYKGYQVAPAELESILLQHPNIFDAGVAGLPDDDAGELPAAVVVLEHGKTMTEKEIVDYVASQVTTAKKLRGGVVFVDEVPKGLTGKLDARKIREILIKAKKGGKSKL
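Purified P. pyralis luciferase, 10 nM final, with Km-level 10 uM D-luciferin and 10 uM ATP in 50 mM Tris acetate pH 7.5, 10 mM Mg acetate, 0.01% Tween-20, 0.05% BSA; 6-point qHTS titration about 60 µM downward; luminescence read.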
Giardia kill: kills Giardia lamblia | activity change, % at 7.66 µM, hits read low | Giardia lamblia trophozoite viability | 0.15% of 340,000 active; in the data active means activity change below about -80%; inconclusive means between about -30% and that limit;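 further: parasites exposed to compound for two days anaerobically before the ATP read; on the % scale 0 is the no-effect control and ±100 the full control effect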
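Anaerobic 48 hrs incubation at 37 deg C of 100 trophozoites/well with test compounds; ATPLite 1-Step luminescence, 15-30 min RT, reports cellular ATP as viability.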
uPA generation: inhibitors of cell surface uPA generation; Potency, µM (titrated, usually from 38.3 µM), for the others: at the top dose activity change, negative = inhibition, hits mostly inhibitors; AID 540303; 0.31% of 330,000 active; cell surface uPA generation assay, qHTS; active means well fitted inhibition curve with a large enough effect; inconclusive means small, poorly fitted or top-dose-only effect; inactive means no such curve, though single readings can be large or run the other way; tested in mouse RAW 264.7 cells; further: potency means the concentration at half of the fitted maximal effect; on the % scale 0 is the no-effect control and ±100 the full control effect; nearly all actives have a fitted effect of over 55% in size
RORg inh: ROR gamma (mouse) transcription inhibition | Drosophila S2 Gal4-RORgamma UAS-luciferase reporter, 20 h | 5.4% of 310,000 active | P51450 | Potency, µM (top dose mostly 53.6 µM), for the others: at the highest dose activity change, negative = inhibition, actives largely listed as inhibitors; further: potency means the concentration at half of the fitted maximal effect; on the % scale 0 is the no-effect control and ±100 the full control effect; nearly all actives have a fitted effect of over 60% in size
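A Gal4/UAS one-hybrid system in insect cells: metallothionein-promoter Gal4–ROR gamma fusion plus Photinus luciferase reporter. Copper sulfate 700 uM final, 20 hr ambient incubation, luminescent detection after 10 min with reagent.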
Tb PFK block: blocks T. brucei phosphofructokinase; O15648; T. brucei PFK, ADP-Glo luminescence; Potency, µM (titrated, usually from 57.5 µM), without a hit: top-dose activity, negative = inhibition, most hits filed as inhibitors; 0.17% of 330,000 active; AID 485367;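 further: potency means the concentration at half of the fitted maximal effect; 0% = uninhibited 1x PFK enzyme wells and -100% = no-enzyme wells; nearly all actives have a fitted effect of over 60% in size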
Target sequence (O15648 whole entry, looked up): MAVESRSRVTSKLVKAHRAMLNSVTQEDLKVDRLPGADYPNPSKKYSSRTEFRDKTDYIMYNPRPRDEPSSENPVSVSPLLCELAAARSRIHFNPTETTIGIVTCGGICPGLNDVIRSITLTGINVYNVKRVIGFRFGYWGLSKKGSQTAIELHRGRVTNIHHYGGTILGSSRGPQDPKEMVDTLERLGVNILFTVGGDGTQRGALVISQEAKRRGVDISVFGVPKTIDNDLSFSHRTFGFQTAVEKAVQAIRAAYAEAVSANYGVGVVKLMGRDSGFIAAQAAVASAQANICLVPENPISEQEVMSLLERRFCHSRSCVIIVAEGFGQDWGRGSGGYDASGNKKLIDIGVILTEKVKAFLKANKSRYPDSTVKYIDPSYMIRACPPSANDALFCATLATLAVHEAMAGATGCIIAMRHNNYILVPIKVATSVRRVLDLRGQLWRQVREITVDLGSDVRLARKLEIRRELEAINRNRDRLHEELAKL
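ADP-Glo luminescence quantified ADP after 45 min at room temperature, with 1.25 nM T. brucei PFK, 0.1 mM ATP and 0.5 mM fructose-6-phosphate in pH 8.0 TEA buffer. qHTS titrations up to 57 µM; curves classified by quality.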
ELG1 genotox: genotoxicity induction in ELG1-luciferase HEK293T cells | AID 504466 | 1.3% of 330,000 active | HEK293T ELG1-luciferase reporter, luminescence, 16 h | Potency, µM (titrated, usually from 46 µM), without a hit: at the top dose activity change, positive = activation, hits mostly activators; further: potency means the concentration at half of the fitted maximal effect; % of control where 0% means no effect; nearly all actives have a fitted effect of over 60% in size
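After overnight (16 hr) compound treatment at 37 °C, ELG1-luciferase HEK293T cells were lysed with ONE-Glo; luminescence quantified 30 min later at room temperature.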
Rab9 promoter act: Rab9 promoter activation; Huh7 Rab9 promoter-luciferase reporter, luminescence, 24 h; Potency, µM (titrated, usually from 9.22 µM), for inactives: at the highest dose activation, negative = inhibition, most hits filed as activators; 2.8% of 320,000 active; AID 485297; further: potency means the concentration at half of the fitted maximal effect; % of control where 0% means no effect; nearly all actives have a fitted effect of over 60% in size
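Promoter activation is measured as luciferase luminescence in Huh7 cells stably transfected with a Rab9 promoter–luciferase construct, following 24 h compound exposure at 37 °C and 10 min reagent incubation at ambient temperature.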
KCNH2 3.1 block: inhibitors of human KCNH2 3.1 potassium channel isoform | U2OS KCNH2 3.1, thallium flux FluxOr; active compounds read low | activity change, % (tested at about 1.8 µM) | 0.95% of 340,000 active | AID 720553;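 active means maximum activity change below -70%; inconclusive means maximum activity change from -70% to -50%; inactive means maximum activity change above -50%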;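 further: thallium influx rate constant from kinetic fluorescence after stimulation buffer; on the % scale 0 is the no-effect control and ±100 the full control effect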
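Channel expression came from 3.1 mutant virus (1.77 x 10^8 /mL) applied to suspended U2OS cells for 4 h. Flux was tracked with FluxOr dye plus Red40 quencher, and kinetic rate constants normalized to controls.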
* = called active by the depositor; ? = inconclusive; nt = no result given; & = joins results of further samples; [ ] = remark or other dose. Unless noted, the call rests on the fitted dose curve; in most records, active means well fitted curve in the direction sought with a large enough effect; inconclusive means small, poorly fitted or top-dose-only effect, or another doubt; inactive means no such curve, though single readings can be large; an effect the other way counts as inactive or inconclusive. Not a hit list; about 14% have a hit in one of these screens.

molecule,NPC1 promoter act,Coupling enz,Gal4-VP16 FLuc,FLuc counter,Giardia kill,uPA generation,RORg inh,Tb PFK block,ELG1 genotox,Rab9 promoter act,KCNH2 3.1 block
COc1cc(C)c(NC(=O)COc2ccc3c(c2)CCC3)cc1OC,-2%,nt,nt,-1%,-2,-17%,nt,-2%,-4%,-4%,0
Cc1cc(C)cc(NC(=O)CN2CCN(c3ccccc3)CC2)c1,0%,0,-3%,-2%,-21,21%,2%,1%,0%,-13%,4
Cc1ccccc1OCC(=O)Nc1ccccc1NC(=O)c1ccco1,-1%,2,14%,3%,-6,-1%,4%,0%,-3%,4%,4
CC(C)(O)C#Cc1ccc(CN2CCCC(CNC(=O)c3ccco3)C2)cc1 (centres undefined),1%,nt,-12%,-4%,-8,2%,-5%,0%,2%,4%,nt
CCOC(=O)/C(=N\Nc1ccccc1Cl)N1CCN(C)CC1,-6%,3,-3%,2%,3,-25%,-8%,-2%,-3%,-2%,-17
CC(=O)NC1(C(F)(F)F)NC(=O)N(CCc2ccccc2)C1=O (centres undefined),1%,3,-9%,-3%,22,-3%,0%,6%,0%,1%,2
Cc1nc(C)c(-c2csc(Nc3ccc(S(N)(=O)=O)cc3)n2)s1,-8%,-5,-7%,-4%,36[activator],0%,?,1%,3%,-2%,-9
CCN(CC(=O)Nc1c(F)cccc1F)C(=O)CSc1nc(C)cc(C)n1,2%,nt,0%,7%,-3,3%,-1%,3%,11%,-7%,17
Cc1ccc(S(=O)(=O)OCCC2=CC(=O)CCN2Cc2ccccc2)cc1,nt,nt,nt,nt,4,6%,nt,2%,-3%,nt,10
N#Cc1cc(S(=O)(=O)N2CCOCC2)ccc1N1CCOCC1,-2%,nt,1%,2%,13,-4%,14%,-2%,-2%,3%,-13
CC1=CC=CC2=N/C(=N\S(=O)(=O)c3ccc(F)cc3F)c3ccccc3CN12,-1%,-2,-2%,4%,24,-12%,-10%,9%,0%,1%,6
COc1ccc(N=[N+]([O-])c2ccc(OC)cc2)cc1,nt,nt,?,nt,-25,-7%,8.9µM*,nt,nt,nt,0
CN(/N=C/c1cccnc1)c1cnc2ccccc2n1,?,-1,13%,5.4µM*,5,-1%,5%,-2%,?,2.8µM*,-3
CN1C(=O)[C@H]2[C@@H](C3CC3)N3C(=O)CN(Cc4ccccc4)C(=O)[C@@]3(C)[C@H]2C1=O,-6%,-1,-1%,-1%,7,-5%,-1%,-2%,3%,-6%,4
CC1CCCCC1NC(=O)c1cc(S(=O)(=O)N2CCOCC2)ccc1Cl (centres undefined),nt,nt,nt,nt,-2,3%,nt,-6%,-2%,nt,-20
CCC(C)Sc1nc2c(c(=O)[nH]c(=O)n2C)n1CC(O)COc1ccccc1C (centres undefined),-1%,-1,-22%,-1%,0,4%,30%,1%,-5%,-9%,7
Cc1c(C(c2cccc(Br)c2)c2c(C)n(C)n(-c3ccccc3)c2=O)c(=O)n(-c2ccccc2)n1C,-4%,0,-9%,1%,-3,-19%,-6%,1%,2%,0%,-2
OC[C@H]1O[C@H](OCc2ccccc2)[C@H](O[C@@H]2OC[C@@H](O)[C@H](O)[C@H]2O)[C@@H](O)[C@@H]1O,-1%,nt,nt,-2%,0,-3%,nt,-2%,-6%,2%,5
CC1(C)O[C@@H]2C[C@H]3[C@@H]4CCC5=CC(=O)CC[C@]5(C)[C@@]4(F)[C@@H](O)C[C@]3(C)[C@]2(C(=O)CCl)O1,-4%,nt,nt,-1%,?,-8%,nt,1%,0%,-1%,4
COc1ccc(/C=N/NC(=O)c2cc(-c3ccccc3)nc3ccccc23)cc1O,2%,-1,18%,5.4µM*,15,-7%,-5%,1%,-6%,1%,18
COc1ccc(-c2cn3cccnc3n2)cc1NS(=O)(=O)c1ccccc1,0%,-1,-7%,-10%,25,-1%,-12%,-1%,15%,17%,-5
COc1cc(O)c(C(CC(=O)N2CCN(c3ccccc3)CC2)c2ccc3c(c2)OCO3)c(OC)c1 (centres undefined),-1%,0&-1,-4%&5%,0%,5&13,14%,-9%&11%,2%,-3%,-8%,nt
CCCN(CC(=O)Nc1ccccc1C)C(=O)c1sc2ccccc2c1Cl,-3%,nt,nt,-2%,2,6%,nt,-4%,0%,2%,1
Cc1sc(NC(=O)CSc2nnc(COc3ccccc3)n2C)c(C#N)c1C,1%,2,-4%,-1%,-10,6%,2%,-1%,6%,-2%,-3
CCOC(=O)CN(C(=O)CNC(=O)c1cccs1)C(C(=O)NC1CCCCC1)c1cccs1 (centres undefined),-3%,2,-1%,7%,3,-1%,-3%,-2%,-1%,0%,-9
O=C(COc1ccc([N+](=O)[O-])cc1)Nc1nc(-c2ccccn2)cs1,-3%,nt,nt,?,-19,-9%,nt,0%,18%,-9%,-35
COC(=O)C1=C(C)NC(C)=C(C(=O)OC)C1c1ccco1,2%,2,-3%,6%,4,9%,-3%,3%,2%,-3%,4
O=C(/C=C/c1ccc(S(=O)(=O)N2CCOCC2)cc1)Nc1ccc(F)c(F)c1F,nt,nt,nt,nt,-3,-5%,nt,0%,-3%,nt,-25
O=C1[C@@H]2CSCN2C(=O)CN1Cc1ccc(F)cc1,0%,-8,2%,-1%,11,-1%,6%,-2%,6%,1%,-10
COc1cc(CN2CCN(c3ncccn3)CC2)cc(OC)c1,-7%,4,-5%,0%,-7,34%[activator],-6%,-1%,-2%,-1%,-2
COc1ccc(/C=N/NC(=O)c2ccc3c(c2)OCCO3)cc1[N+](=O)[O-],8%,-2,-1%,1%,11,-6%,20%,-6%,12%,-1%,13
COCCCN(C(C)=O)c1nc(-c2ccc(OC)cc2)cs1,2%,1,4%,-2%,1,-10%,-4%,-2%,1%,19%,2
CC(C)Cn1c(N)c(C(=O)CSc2nc3ncc(Cl)cc3[nH]2)c(=O)n(C)c1=O,0%,nt,nt,-1%,-9,-1%,nt,?,-36%[inhibitor],-17%,-12
CCN1C(=O)C(CC(=O)Nc2ccc(F)cc2)N(CCc2ccc(OC)cc2)C1=S (centres undefined),-4%,-2,-15%,-7%,-2,-1%,40%,0%,-10%,-5%,5
CCOC(=O)C1C(c2ccc(OC)cc2)N(C)OC1(O)C(F)(F)F (centres undefined),-2%,-1,-11%,3%,-14,3%,2%,-2%,-3%,-5%,-8
CC(C)(C)Nc1cccccc1=O,2%,-14,8%,5%,-5,3%,?,3%,-1%,1%,3
O=C(NNC(=O)c1ccccc1-c1ccccc1C(=O)O)c1ccccc1,0%,2,-1%,2%,22,2%,-5%,-1%,1%,3%,-18
Cc1[nH]c(-c2ccc3c(c2)OCO3)nc1C(=O)O,0%,0,-7%,?,41[activator],-27%,-9%,1%,-10%,-3%,3
O=C(CSc1nnc(-c2cccnc2)n1Cc1ccccc1)NCc1ccco1,6%,2,-3%,2%,4,7%,-5%,-10%,0%,0%,-1
O=C(CN1C(=O)c2cccc3cccc1c23)N1CCN(c2ccccc2)CC1,-1%,3,7%[0.365 µM],0%,19,0%,1%,-2%,0%,0%,-3
CC(C)C(=O)Nc1nnc(Sc2ccc(N(C)C)cc2)s1,-2%,-1,0%,0%,18,-1%,-15%,-4%,7%,-5%,-13
Cc1noc(C)c1CSc1ncnc2sc(C)c(C)c12,-1%,-1,-4%,-7%,-4,4%,7%,-3%,6%,-4%,-13
O=C(c1cccc(S(=O)(=O)NCCOc2ccccc2)c1)N1CCN(c2ncccn2)CC1,-5%,0,-20%,4%,-6,nt,?,-2%,-6%,4%,-4
CCSc1nnc(NC(=O)C(C)Sc2nc3ccccc3[nH]2)s1 (centres undefined),-3%,0,?,3%,-16,-2%,-10%,0%,0%,0%,0
CC(C)(C)OC(=O)NN1CC(=O)N2Cc3[nH]c4ccccc4c3C[C@H]2C1=O,-2%,0,-11%,-1%,17,-3%,-4%,4%,-1%,2%,-15
Cc1ccc(/C=N/NC(=O)NN(C)c2ncc(C(F)(F)F)cc2Cl)cc1,-5%,-2,?,2%,-21,2%,?,-4%,4%,2%,-17
CNc1ccc(/C=C(\C#N)C(=O)Nc2ccccn2)cc1[N+](=O)[O-],2%,1,-5%,0%,10,2%,1%,0%,0%,0%,0
CC(C)c1ccc(NC(=O)C2CCN(C(=O)[C@@H]3Cc4ccccc4CN3)CC2)cc1,11%,1,-9%,-16%,?,-24%,18%,-3%,0%,7%,-88*
N/C(=N\OC(=O)c1ccc(Cl)c([N+](=O)[O-])c1)c1ccccc1,-5%,2,-3%,12µM*,-16,?,1%,-3%,13%,28%,3
Cc1cccc2c1-c1sc(C(=O)N3CCc4ccccc4C3)cc1CO2,0%,-10,?,?,-29,?,?,4%,-3%,3%,5
CC(C)(C)C(=O)CSc1nc2ncc(Br)cc2[nH]1,3%,-3,8%,19µM*,4,0%,60%,4%,0%,0%,-17

Bioassay records (PubChem)
